N370S GC = N370S glucocerebrosidase modulation, Gaucher chaperone candidate | Potency, µM (doses to about 59.4 µM), inactives show top-dose activity change, negative = inhibition, usual class: inhibitors | P04062 | N370S GC spleen homogenate, 4MU-glucoside fluorescence | hit rate 0.092% among 330,000 | AID 2101;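 also: 0% = full enzyme activity and -100% = no enzyme basal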
GCN5L2 inh = blocks human GCN5L2 histone acetyltransferase; GCN5L2 HAT assay, ThioGlo1 CoA-SH fluorescence; Potency, µM (top dose mostly 58.9 µM), for inactives: at the highest dose activity change, negative = inhibition, actives largely listed as inhibitors; hit rate 0.21% among 390,000
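Enzyme at 20nM final was mixed with library compounds for 15 min at room temperature. Peptide H3(1-25) at 75uM, acetyl-CoA at 70uM and ThioGlo1 at 50uM were then added. Plates were read immediately and after 20 min (Ex340nm/Em540nm).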
FEN1 inhibitor = inhibitors of human flap endonuclease 1; hit rate 0.35% among 390,000; P39748; Potency, µM (doses to about 114 µM), for the others: at the top dose activity change, negative = inhibition, usual class: inhibitors; Recombinant FEN1 flap cleavage, fluorescence, 15 min; also: nearly all actives have a fitted effect of over 65% in size
Target sequence (P39748 whole entry, looked up): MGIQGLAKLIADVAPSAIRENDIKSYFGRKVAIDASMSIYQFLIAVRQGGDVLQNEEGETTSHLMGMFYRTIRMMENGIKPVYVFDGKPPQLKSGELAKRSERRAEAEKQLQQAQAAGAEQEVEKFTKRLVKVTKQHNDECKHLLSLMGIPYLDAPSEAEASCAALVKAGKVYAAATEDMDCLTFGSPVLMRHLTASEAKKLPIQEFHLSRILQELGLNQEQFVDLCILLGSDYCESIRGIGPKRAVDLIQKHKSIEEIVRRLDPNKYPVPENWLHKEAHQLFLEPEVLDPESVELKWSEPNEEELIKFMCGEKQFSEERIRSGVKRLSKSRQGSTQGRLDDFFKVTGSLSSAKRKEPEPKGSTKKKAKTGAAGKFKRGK
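Compounds are tested as a concentration series against 10 nM FEN1; after a 15 min room-temperature preincubation, 50 nM substrate starts cleavage, with plate reads at 0 and 15 min. Normalized responses are fitted by a Hill equation.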
The depositor's hits bear a star; ? = inconclusive; / = not tested or not shown; & = joins results of further samples; [ ] = another dose, or the depositor's remark. Calls follow the shape of the dose curve; as a rule, active = well fitted curve in the direction sought with a large enough effect; inconclusive = small, poorly fitted or top-dose-only effect, or another doubt; inactive = no such curve, though single readings can be large; an effect the other way counts as inactive or inconclusive. Unless noted, % is scaled to controls: 0 for no effect and ±100 for the full control effect; potency is read from the fitted curve at half-maximal effect. Hits appear at their usual frequency (roughly 0.54% active in at least one column).

SMILES	N370S GC	GCN5L2 inh	FEN1 inhibitor
CC1(C(=O)O)Cc2ccccc2C(=O)O1 (stereo not drawn)	0%	-11%	11%
COC(=O)N/N=C/c1cn(Cc2c(Cl)cccc2Cl)c2ccccc12	-9%	-13%	-21%
COc1cc(NC(=O)CN2C(=O)C(c3ccccc3)=NC2(C)C)cc(OC)c1	-6%	-12%	13%
CC(C)(C)c1ccc(C(=O)Nc2ccccc2C(=O)NCCN2CCOCC2)cc1	-10%	-3%	-1%
C/C(=N\NC(=O)CNC(=O)c1ccccc1F)c1ccco1	-8%	-1%	1%
CN(C)S(=O)(=O)c1ccc(NC(=O)COC(=O)C2COc3ccccc3O2)cc1 (stereo not drawn)	-12%	-3%	-5%
Cc1nn(C)c(C(=O)N/N=C/c2ccc(-c3ccccc3)cc2)c1Cl	-6%	-9%	4%
Cc1[nH]c2ccccc2c1Cc1nnc(SCC(N)=O)o1	3%	-14%	19%
CN(C)c1ccc(C2C=C(c3ccccc3)Nc3nnnn32)cc1 (stereo not drawn)	/	-8%	20%
CC(C)Cn1nc(NC(=O)C(C)(C)C)c2cc3ccccc3nc21	13%	-2%	-15%
CN[C@H]1CCc2cc(OC)c(OC)c(OC)c2-c2ccc(N(C)CC(OC)OC)c(=O)cc21	-7%	-5%	-7%
CCOc1ccc2ncc(S(=O)(=O)c3ccccc3)c(N3CCN(c4ccc(OC)cc4)CC3)c2c1	?	-2%	4%
COc1cc(S(=O)(=O)N(CCc2ccccc2)Cc2cccs2)ccc1-n1cnnn1	3%	2%	-17%
O=C(NCc1ccccc1Cl)c1cc(-c2ccccc2)n[nH]1	/	-2%	3%
O=C(Nc1c(Cl)cccc1Cl)c1cccc2c1C(=O)N(C1CCCCC1)C2	/	-2%	9%

Pulled one by one from above:
SMILES	N370S GC	GCN5L2 inh	FEN1 inhibitor
O=C(Nc1c(Cl)cccc1Cl)c1cccc2c1C(=O)N(C1CCCCC1)C2	/	-2%	9%
COC(=O)N/N=C/c1cn(Cc2c(Cl)cccc2Cl)c2ccccc12	-9%	-13%	-21%

(continued)
SMILES	N370S GC	GCN5L2 inh	FEN1 inhibitor
Cc1cc(C)c2c(CC(=O)NN(C)C)coc2c1	-9%	0%	10%
O=C(CSc1nc2ccccc2[nH]1)Nc1ccc(F)c(F)c1	19%	/	3%
CCOC(=O)c1ccc(N2C(=O)c3n[nH]c(-c4ccco4)c3C2c2cccc(O)c2)cc1 (stereo not drawn)	/	-13%	-1%
COc1ccc(NC(=O)c2c(-c3ccc(C)cc3)nnc3ccccc23)cc1OC	/	-17%	20%
O=C(NCc1ccncc1)c1ccc(N2CCCC2)c([N+](=O)[O-])c1	-9%	-12%	0%
O=C(COC(=O)c1ccc2ccccc2c1)NCCCc1ccccc1	-1%	-1%	-12%
CCOC(=O)c1sc2ncn(CC(=O)Nc3cc(C)on3)c(=O)c2c1C	/	-10%	-2%
COc1ccccc1C(C)NC(=O)c1cc(=O)[nH]c2ccccc12 (stereo not drawn)	-9%	-7%	1%
CCN(CC)S(=O)(=O)c1cccc(C(=O)c2c(C)cc3ccccn23)c1	11%	-7%	4%
Cc1ccc(N(C(=O)c2csnn2)C(C(=O)NC(C)(C)C)c2cccnc2)cc1C (stereo not drawn)	5%	3%	20%
COC(=O)c1ccccc1-c1cn(C)c2ccccc2c1=O	-4%	21%	1%
COc1ccc(/C=C/C(=O)c2ccccc2)cc1COc1ccccc1F	21%	-11%	-3%
COc1ccc(C(=O)Nc2cc(C)on2)cc1	6%[2.35 µM]	-4%	-2%
Cn1cc([N+](=O)[O-])c(C(=O)Nc2cc(Oc3cccnc3)cc([N+](=O)[O-])c2)n1	14%	1%	-12%
O=C(CCS(=O)(=O)c1cc(Br)cc2c1N(C(=O)C1CC1)CC2)N1CCN(c2cccc(C(F)(F)F)c2)CC1	/	-3%	13%
CCOc1ccc2nc(SC3CC(=O)N(c4cccc(OC)c4)C3=O)sc2c1 (stereo not drawn)	-2%	-8%	-14%
O=c1[nH]c2cc3c(cc2cc1CN(Cc1nnnn1CC1CCCO1)C1CCCC1)OCO3 (stereo not drawn)	14%	-20%	2%
COc1cccc(/C(C)=N/Nc2ncc(Cl)cc2Cl)c1	4%	-2%	-14%
S=C(NC12CC3CC(CC(C3)C1)C2)N1CCCC1	5%	-10%	-6%
CCC(=O)N1CCc2cc(Br)cc(S(=O)(=O)N3CCCC(C(=O)Nc4ccc(CC)cc4)C3)c21 (stereo not drawn)	/	-7%	-7%
COc1ccccc1NC(=O)c1ccc2c(O)c(S(=O)(=O)c3ccccc3)c(=O)[nH]c2c1	-3%	-3%	16%
CCN(CC(=O)NC(C)C)C(=O)C(CCSC)NC(=O)c1cccc(C)c1 (stereo not drawn)	-2%[12.8 µM]	-6%	3%
COc1ccc(S(=O)(=O)Cc2ccc(C(=O)N3CCN(c4ccc(Cl)cc4)CC3)o2)cc1	2%	-2%	6%
CCCn1nnc(NC(=O)c2ccc(-c3cccc(Cl)c3)o2)n1	-16%	-10%	-21%
COc1cccc(-c2nc(N(C)Cc3ccco3)c3ccccc3n2)c1	2%	-29%	/
COc1cc(NC(=O)NCC2CCN(Cc3ccccc3Cl)CC2)cc(OC)c1OC	-14%	-16%&-12%	1%&-20%
CCO[C@@H]1OC(C(=O)N2CCOCC2)=C[C@H](c2ccc(C(F)(F)F)cc2)[C@H]1CCCO	-1%	0%	-3%
CCCn1c(SCC(=O)N(C)CC(=O)Nc2ccc(C)cc2)n[nH]c1=O	/	2%	1%
CCOc1cc(NC(=O)C2CCCCC2)c(OCC)cc1NC(=O)c1ccco1	6%	-10%	5%
Oc1ccc(Cl)cc1-c1cc(-c2ccccc2)n[nH]1	-12%	-5%	-17%
CC(=O)N1CCc2cc(CNS(=O)(=O)c3ccccc3C(F)(F)F)ccc21	/	-1%	-9%
Fc1cccc(Cl)c1-c1nnc2ccc(N3CCOCC3)nn12	3%	-5%[0.501 µM]	1%
Cc1cccc(N(C(=O)c2snc(C(N)=O)c2N)C(C(=O)NCc2ccccc2)c2ccncc2)c1 (stereo not drawn)	28%	-2%	1%
CC(C)C(CCN1C(=O)c2ccccc2C1=O)c1ccco1 (stereo not drawn)	2%	0%	10%
Oc1c(Br)cc(Br)cc1/C=N/N1CCN(Cc2ccccc2)CC1	-3%	-3%	-19%
Cc1ccc(NC(=O)c2ccc3c(=O)n4c(nc3c2)CCC4)cc1F	/	-4%	-16%
COC(=O)/C=C/c1cccc(N(Cc2ccc(-c3ccc(N(C)C)cc3)cc2)C(=O)C2CCCCC2)c1	3%	-28%	/
O=C(COC(=O)COc1ccc(Nc2ccccc2)cc1)NCc1ccco1	0%	-20%	0%
COCCCNc1ncnc2c1cnn2-c1ccc(C)cc1C	2%	-6%	13%
COc1ccc(C(CCN2CCCC(C)C2)c2c(OC)cc(OC)c3c2OC(=O)CC3c2cc(OC)c(OC)c(OC)c2)cc1 (stereo not drawn)	-10%&2%	2%	1%&15%
CCOC(=S)SCC(=O)N1CCc2cc(OC)ccc2C1C1C(=O)CCCC1=O (stereo not drawn)	2%	-7%	-2%
Cc1ccc(-c2nsc(SCC(=O)NCC3CCCO3)n2)cc1 (stereo not drawn)	11%	-3%	1%
Cc1ccc(NC(=O)C2CC(=O)N(c3ccc4c5c(cccc35)CC4)C2)cc1 (stereo not drawn)	/	-6%	3%
CCOC(=O)c1cnn(-c2ccccc2)c1NC(=O)c1ccccc1	2%	0%	6%
CNC(=S)N(CCc1c(C)[nH]c2ccc(C)cc12)Cc1ccco1	2%	-1%	-22%

A draw from above in order of molar mass, low to high:
SMILES	N370S GC	GCN5L2 inh	FEN1 inhibitor
Oc1ccc(Cl)cc1-c1cc(-c2ccccc2)n[nH]1	-12%	-5%	-17%
CC(C)C(CCN1C(=O)c2ccccc2C1=O)c1ccco1 (stereo not drawn)	2%	0%	10%
COCCCNc1ncnc2c1cnn2-c1ccc(C)cc1C	2%	-6%	13%
CCCn1nnc(NC(=O)c2ccc(-c3cccc(Cl)c3)o2)n1	-16%	-10%	-21%
Fc1cccc(Cl)c1-c1nnc2ccc(N3CCOCC3)nn12	3%	-5%[0.501 µM]	1%
CCOC(=O)c1cnn(-c2ccccc2)c1NC(=O)c1ccccc1	2%	0%	6%
CNC(=S)N(CCc1c(C)[nH]c2ccc(C)cc12)Cc1ccco1	2%	-1%	-22%
Cc1ccc(-c2nsc(SCC(=O)NCC3CCCO3)n2)cc1 (stereo not drawn)	11%	-3%	1%
Cc1ccc(NC(=O)C2CC(=O)N(c3ccc4c5c(cccc35)CC4)C2)cc1 (stereo not drawn)	/	-6%	3%
CCCn1c(SCC(=O)N(C)CC(=O)Nc2ccc(C)cc2)n[nH]c1=O	/	2%	1%
O=C(COC(=O)COc1ccc(Nc2ccccc2)cc1)NCc1ccco1	0%	-20%	0%
CCN(CC(=O)NC(C)C)C(=O)C(CCSC)NC(=O)c1cccc(C)c1 (stereo not drawn)	-2%[12.8 µM]	-6%	3%
CC(=O)N1CCc2cc(CNS(=O)(=O)c3ccccc3C(F)(F)F)ccc21	/	-1%	-9%
CCOc1cc(NC(=O)C2CCCCC2)c(OCC)cc1NC(=O)c1ccco1	6%	-10%	5%
CCOC(=S)SCC(=O)N1CCc2cc(OC)ccc2C1C1C(=O)CCCC1=O (stereo not drawn)	2%	-7%	-2%
CCO[C@@H]1OC(C(=O)N2CCOCC2)=C[C@H](c2ccc(C(F)(F)F)cc2)[C@H]1CCCO	-1%	0%	-3%
COc1cc(NC(=O)NCC2CCN(Cc3ccccc3Cl)CC2)cc(OC)c1OC	-14%	-16%&-12%	1%&-20%
COc1ccccc1NC(=O)c1ccc2c(O)c(S(=O)(=O)c3ccccc3)c(=O)[nH]c2c1	-3%	-3%	16%
Oc1c(Br)cc(Br)cc1/C=N/N1CCN(Cc2ccccc2)CC1	-3%	-3%	-19%
COc1ccc(S(=O)(=O)Cc2ccc(C(=O)N3CCN(c4ccc(Cl)cc4)CC3)o2)cc1	2%	-2%	6%
COC(=O)/C=C/c1cccc(N(Cc2ccc(-c3ccc(N(C)C)cc3)cc2)C(=O)C2CCCCC2)c1	3%	-28%	/
Cc1cccc(N(C(=O)c2snc(C(N)=O)c2N)C(C(=O)NCc2ccccc2)c2ccncc2)c1 (stereo not drawn)	28%	-2%	1%

Following part:
SMILES	N370S GC	GCN5L2 inh	FEN1 inhibitor
O=CN1CCN(C(=O)c2ccccc2Cl)CC1	8%	1%	7%
Cc1nn(-c2ccc(N3CCCCC3)nn2)c(C)c1CCC(=O)NCc1ccc(Cl)cc1	/	4%	0%
COc1ccc(/C=N/n2c(=O)[nH]c3c([nH]c4ccc(Br)cc43)c2=O)cc1CN1CCOCC1	1%	-5%	-5%
CCC(C)c1ccccc1N1CC(C(=O)Nc2ccc(C)c(S(=O)(=O)N3CCOCC3)c2)CC1=O (stereo not drawn)	-24%	-11%	-11%
CCOC(=O)c1[nH]c(C)c(C(=O)NCc2ccc(OC)cc2)c1C	12%	1%	11%
Cn1ncc([N+](=O)[O-])c1C(=O)Nc1ccc(-c2ccccc2)cc1	-4%	0%	4%
CN=c1scc(C)n1/N=C/c1ccc(O)c(O)c1O	/	?	79µM*
COc1cc2oc(=O)cc(-c3ccc(-c4ccc(CO)cc4)cc3)c2c(OC)c1OC	21%	-10%&-18%	-22%
CC(=O)Nc1ccc(NC(=O)CSc2nnc(NC(=O)c3cccc(F)c3)s2)cc1	-14%	-26%	-4%
O=C(CCn1c(=O)[nH]c2ccsc2c1=O)NCCc1ccc(Cl)cc1	2%	-2%	-6%
O=C(CC1C(=O)NCCN1CC(c1ccccc1)c1ccccc1)NCCc1cn[nH]c1 (stereo not drawn)	-1%	-3%	-21%
CC(C(=O)NCc1ccccc1)N(Cc1ccccc1Cl)C(=O)c1snc(C(N)=O)c1N (stereo not drawn)	2%	-2%	-4%
COc1ccc(CCNC(=O)c2c(O)nc3c(C)cccn3c2=O)cc1	/	-4%	6%
COc1ccc(NC(=O)NNC(=O)COc2ccc3cc(Br)ccc3c2)c(OC)c1	3%	2%	0%
COc1ccc(-c2noc(CN(C(C)C)S(=O)(=O)c3ccc(Br)cc3)n2)cc1	/	-12%	-3%
Cc1cccc(C)c1NC(=O)/C(=C/c1ccco1)c1ccccc1	-4%	-4%	-2%
CCOc1ccc(S(=O)(=O)NN2Cc3ccccc3C2=N)cc1	7%	-6%	-7%
